FBW7 activator – activators of human E3 ligase FBW7. normalized activity (activation), % at 26.1 µM. Q969H0. AID 1259310. AlphaScreen FBW7–phospho-cyclin E peptide binding, activator screen. actives 0.13% (n = 650,000); in the data active = normalized activity above about 1.9%;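 note: purified mutant Fbw7 with reduced substrate affinity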
GPR151 activ – activators of human GPR151; Q8TDV0; PathHunter beta-arrestin GPR151 cells, luminescence; activation, % at 11.2 µM; actives 1% (n = 650,000); in the data active = activation above about 4.9%;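 note: 0% = median of compound wells and 100% = cells with positive control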
Target sequence (Q8TDV0 whole entry, looked up): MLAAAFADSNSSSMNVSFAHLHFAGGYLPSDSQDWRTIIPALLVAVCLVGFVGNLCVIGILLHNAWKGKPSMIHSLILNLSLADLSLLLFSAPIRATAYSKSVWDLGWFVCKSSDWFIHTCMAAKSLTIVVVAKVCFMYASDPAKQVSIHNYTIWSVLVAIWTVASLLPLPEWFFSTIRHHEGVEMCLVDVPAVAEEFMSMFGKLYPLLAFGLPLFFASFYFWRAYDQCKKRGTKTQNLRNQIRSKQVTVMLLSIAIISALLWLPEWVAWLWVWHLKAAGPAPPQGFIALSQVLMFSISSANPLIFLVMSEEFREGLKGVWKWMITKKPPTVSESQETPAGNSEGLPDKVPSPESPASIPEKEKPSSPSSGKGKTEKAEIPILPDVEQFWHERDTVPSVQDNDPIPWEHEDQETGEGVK
TEAD-YAP inh – TEAD-YAP interaction inhibition; HEK-TIYL cells, TEAD-Gal4/YAP UAS-luciferase luminescence; inhibition, % at 9.12 µM; actives 1.4% (n = 640,000); AID 1259422; in the data active = inhibition above about 32%;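 note: 0% = median of test compound wells and 100% = reference inhibitor wells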
MITF inh – human MITF inhibition, primary screen; actives 0.91% (n = 650,000); O75030; AID 1259374; inhibition, % at 2.6 µM; AlphaScreen MITF homodimerization, bead proximity signal; in the data active = inhibition above about 50%;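 note: 0% = vehicle wells with protein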
Target sequence (O75030 whole entry, looked up): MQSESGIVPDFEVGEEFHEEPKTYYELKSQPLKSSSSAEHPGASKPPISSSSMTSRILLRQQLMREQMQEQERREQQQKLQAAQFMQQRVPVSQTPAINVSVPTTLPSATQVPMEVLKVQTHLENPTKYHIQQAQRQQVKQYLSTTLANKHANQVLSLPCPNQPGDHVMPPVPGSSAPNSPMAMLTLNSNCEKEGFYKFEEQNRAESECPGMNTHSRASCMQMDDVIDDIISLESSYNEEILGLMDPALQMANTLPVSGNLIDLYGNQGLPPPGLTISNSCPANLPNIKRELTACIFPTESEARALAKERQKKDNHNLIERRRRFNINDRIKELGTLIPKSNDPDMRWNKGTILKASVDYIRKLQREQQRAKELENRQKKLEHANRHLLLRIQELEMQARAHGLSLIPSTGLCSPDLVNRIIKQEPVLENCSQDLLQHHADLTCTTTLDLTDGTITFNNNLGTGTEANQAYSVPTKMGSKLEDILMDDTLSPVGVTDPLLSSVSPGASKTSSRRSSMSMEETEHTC
* hit, by the source's call. An unsorted share of the library (roughly 3.5% active in at least one column).

`CC(=O)c1ccc(NC(=O)C(C)OC(=O)C23CC4CC(CC(Br)(C4)C2)C3)cc1` (stereo not given) gave FBW7 activator 0.1, GPR151 activ -0.5, TEAD-YAP inh -2 and MITF inh 5.
For CCOC(=O)Cn1c(=O)c2c(nc3n2CC(C)CN3c2ccccc2C)n(C)c1=O (stereo not given) the results were FBW7 activator -0.1, GPR151 activ -0.2, TEAD-YAP inh 3 and MITF inh 4.
For O=C(NC(Cc1ccccc1)C(=O)O)/C(=C\c1ccc2c(c1)OCO2)NC(=O)c1ccco1 (stereo not given) the results were FBW7 activator 0.1, GPR151 activ 2.8, TEAD-YAP inh 7 and MITF inh 4.
For Cc1nc(N2CCCCC2)[nH]c(=O)c1C the results were FBW7 activator 0.1, GPR151 activ -1.2, TEAD-YAP inh 8 and MITF inh 14.
For Cc1cc(C(=O)Nc2ccc3oc(-c4ccc(F)cc4Cl)nc3c2)ccc1[N+](=O)[O-] the results were FBW7 activator 0.1, GPR151 activ -1.0, TEAD-YAP inh -3 and MITF inh -1.
For CCCOC(=O)c1ccc2c(c1)C(=O)N(c1cccc3ccccc13)C2=O the results were FBW7 activator -0.1, GPR151 activ -1.8, TEAD-YAP inh 1 and MITF inh 18.
`COc1cc(/C=N/N=C2\NC(=O)C(CC(=O)O)S2)ccc1OC(=O)c1ccccc1` (stereo not given) gave FBW7 activator 0.0, GPR151 activ 1.1, TEAD-YAP inh -2 and MITF inh 3.
CC1Cc2ccccc2N1CC(=O)Nc1ccccc1F (stereo not given) was read as FBW7 activator 0.0, GPR151 activ 0.0, TEAD-YAP inh -8 and MITF inh 5.
`O=C(Cn1c(=O)oc2cc(S(=O)(=O)N3CCCC3)ccc21)Nc1cc(F)ccc1F` gave FBW7 activator 0.0, GPR151 activ 0.3, TEAD-YAP inh 3 and MITF inh 6.
For CCOC(=O)CSc1nc2cc3c(cc2c(=O)n1CCC(=O)N1CCN(c2ccccc2)CC1)OCO3 the results were FBW7 activator 0.0, GPR151 activ 0.0, TEAD-YAP inh -6 and MITF inh 14.
For COCCCNC(=S)Nc1ccc(C)cc1[N+](=O)[O-] the results were FBW7 activator -0.2, GPR151 activ 4.9, TEAD-YAP inh -25 and MITF inh -2.
`Cc1c(C(=O)c2ccc(Cl)cc2)oc2ccc(N)cc12` gave FBW7 activator 0.0, GPR151 activ 0.2, TEAD-YAP inh 8 and MITF inh -1.
`COCCNc1c(-c2ccccc2OCc2ccccn2)nc2cnccn12` gave FBW7 activator 0.0, GPR151 activ -0.3, TEAD-YAP inh -8 and MITF inh -6.
For COC(=O)C1=C(C)N=c2s/c(=C/C=C/c3ccccc3)c(=O)n2C1c1cccs1 (stereo not given) the results were FBW7 activator -0.1, GPR151 activ 1.7, TEAD-YAP inh 7 and MITF inh -3.
Screening CCOc1ccc2c(c1)C(c1ccccc1C(F)(F)F)CC(=O)N2 (stereo not given) returned FBW7 activator 0.6, GPR151 activ -2.0, TEAD-YAP inh -3 and MITF inh 4.
Screening CCC1CN(Cc2cccnc2)Cc2ccc(Cl)cc2O1 (stereo not given) returned FBW7 activator 0.0, GPR151 activ 0.3, TEAD-YAP inh 5 and MITF inh 22.
`Cc1cc(Cl)ccc1OCC(=O)N/N=C/c1ccccc1O` gave FBW7 activator 0.0, GPR151 activ -0.4, TEAD-YAP inh -3 and MITF inh -5.
Screening CCN(CC)C(=O)C1CCCN(c2nc(C(=O)NCc3cccnc3)cs2)C1 (stereo not given) returned FBW7 activator 0.6, GPR151 activ 0.0, TEAD-YAP inh 5 and MITF inh 13.
Screening C/C(=N/NC(=O)c1cc(C)[nH]n1)c1ccncc1 returned FBW7 activator -0.1, GPR151 activ 0.0, TEAD-YAP inh -19 and MITF inh 4.
`CCCOc1ccccc1C1C2=C(CCCC2=O)NC(CC)=C1C(=O)OCC` (stereo not given) gave FBW7 activator 0.2, GPR151 activ -1.6, TEAD-YAP inh 4 and MITF inh -13.
For Cc1nc2ccccc2cc1C(=O)NCc1ccccn1 the results were FBW7 activator 0.0, GPR151 activ -0.3, TEAD-YAP inh 6 and MITF inh 12.
CCCc1nnc(SCC(=O)O)n1CC1CCCO1 (stereo not given) was read as FBW7 activator 0.0, GPR151 activ -0.1, TEAD-YAP inh -5 and MITF inh -3.
`c1ncc(CC2CCNCC2)[nH]1` gave FBW7 activator -0.1, GPR151 activ 0.1 and MITF inh -6.
For CCOC(=O)C(CCCCCOc1ccccc1[N+](=O)[O-])C(=O)OCC the results were FBW7 activator 0.1, GPR151 activ 1.5, TEAD-YAP inh 1 and MITF inh 6.
For O=C(NCCC1CNc2ccccc21)C1CO1 (stereo not given) the results were FBW7 activator 0.0, GPR151 activ 0.3, TEAD-YAP inh -6 and MITF inh 7.
For CCOc1ccccc1CN1CCN(C2CCSCC2)CC1CCO (stereo not given) the results were FBW7 activator -0.1, GPR151 activ -0.6, TEAD-YAP inh 2 and MITF inh 2.
`O=[N+]([O-])c1ccc2sc(SCc3nc4ccccn4c3Br)nc2c1` gave FBW7 activator 0.2, GPR151 activ -0.6, TEAD-YAP inh 7 and MITF inh 2.
Screening CCC(=O)NC(c1cccc([N+](=O)[O-])c1)c1ccc2cccnc2c1O (stereo not given) returned FBW7 activator -1.0, GPR151 activ 0.7, TEAD-YAP inh 4 and MITF inh 17.
Cc1ccccc1-c1nnnn1C1CCS(=O)(=O)C1 (stereo not given) was read as FBW7 activator 0.1, GPR151 activ -0.5, TEAD-YAP inh 8 and MITF inh 3.
For CCC(C)NC(=O)CSc1nc2n[nH]c(C)c2c(=N)n1-c1ccc(Br)cc1 (stereo not given) the results were FBW7 activator 0.3, GPR151 activ -0.4, TEAD-YAP inh 9 and MITF inh 18.
Screening COc1cc(OC)c(N(C)C(=O)Cn2ncc3c2-c2ccccc2OC3)cc1Cl returned FBW7 activator -0.2, GPR151 activ 0.3, TEAD-YAP inh 4 and MITF inh -14.
`Cc1nnn(C23CC4CC(CC(C(=O)NC(C)c5ccccc5)(C4)C2)C3)n1` (stereo not given) gave FBW7 activator -0.1, GPR151 activ -0.8, TEAD-YAP inh 5 and MITF inh 11.
O=C(Nc1ccc(Cl)cc1)C1C2C=CC3(O2)C1C(=O)N(CCCN1CCC(Cc2ccccc2)CC1)C3C(=O)NC1CCCCC1 (stereo not given) was read as FBW7 activator -0.1, GPR151 activ 0.3, TEAD-YAP inh 2 and MITF inh 1.
For CCOC(=O)c1oc2ccccc2c1NC(C)=O the results were FBW7 activator 0.0, GPR151 activ 0.3, TEAD-YAP inh -1 and MITF inh -4.
O=C(NCc1ccco1)c1csc2ccccc12 was read as FBW7 activator -0.2, GPR151 activ -1.5, TEAD-YAP inh -24 and MITF inh 5.
For Cc1ccc(CNC(=O)Cn2c(=O)oc3cc(S(=O)(=O)N4CCCC4)ccc32)cc1 the results were FBW7 activator -0.2, GPR151 activ 0.6, TEAD-YAP inh 3 and MITF inh 7.
Screening CCCc1cc(C(=O)NCC2Cc3cccc(-c4cncc(C(N)=O)c4)c3O2)no1 (stereo not given) returned FBW7 activator 0.0, GPR151 activ 0.2, TEAD-YAP inh 3 and MITF inh -7.
For Cc1cn[nH]c1C1CCCN(S(=O)(=O)c2ccc(Cl)cc2)C1 (stereo not given) the results were FBW7 activator 0.0, GPR151 activ -1.0, TEAD-YAP inh 12 and MITF inh 4.
`CCc1nnc(SCC(=O)N2c3ccccc3CC2C)nc1CC` (stereo not given) gave FBW7 activator 0.0, GPR151 activ 0.1, TEAD-YAP inh -7 and MITF inh 1.
Screening Cc1nc2c3ccccc3nc(SCC(=O)Nc3ccc(Br)cc3)n2n1 returned FBW7 activator -0.1, GPR151 activ -0.5, TEAD-YAP inh 4 and MITF inh 5.
COCCn1c(=S)[nH]c2cc(C(=O)Nc3ccccn3)ccc2c1=O was read as FBW7 activator -0.1, GPR151 activ -1.4, TEAD-YAP inh -15 and MITF inh 77*.
Cc1nnc(SCC(=O)N(C)c2ccccc2)[nH]c1=O was read as FBW7 activator 0.1, GPR151 activ 2.0, TEAD-YAP inh -6 and MITF inh 16.
`COc1ccc(CCNC(=O)CN2C(=O)N(C)C3(CCCCC3)C2=O)cc1OC` gave FBW7 activator 0.1, GPR151 activ 0.5, TEAD-YAP inh 6 and MITF inh 15.
O=C1COc2c(c(=O)[nH]c3ccccc23)N1 was read as FBW7 activator 0.0, GPR151 activ -2.2, TEAD-YAP inh 7 and MITF inh 5.
For COc1ccc(NC(=O)c2sc3ncn(CC(=O)N4CCCCC4)c(=O)c3c2C)cc1OC the results were FBW7 activator 0.0, GPR151 activ -0.1, TEAD-YAP inh -8 and MITF inh 7.
For O=C(O)c1ccc2c3c(cccc13)C(=O)N(c1cccc(C(F)(F)F)c1)C2=O the results were FBW7 activator -0.1, GPR151 activ -0.6, TEAD-YAP inh -3 and MITF inh 8.
For CN1C(=O)c2ccccc2C(C(=O)Nc2ccc(Cl)cc2)C1c1cccs1 (stereo not given) the results were FBW7 activator -0.2, GPR151 activ -0.8, TEAD-YAP inh 2 and MITF inh 1.
Cc1cc(=O)n(C)c(=O)n1CCCN1CCCCC1 was read as FBW7 activator -0.1, GPR151 activ -0.7, TEAD-YAP inh -5 and MITF inh 29.
N=C1S/C(=C\c2ccc(-c3cccc(C(F)(F)F)c3)o2)C(=O)N1c1nonc1N was read as FBW7 activator -0.2, GPR151 activ 2.2, TEAD-YAP inh 14 and MITF inh 0.
Screening CS(=O)(=O)c1cc(Cl)ccc1CN1CCC(c2nc(-c3ccccc3)no2)CC1 returned FBW7 activator -0.1, GPR151 activ 1.0, TEAD-YAP inh 0 and MITF inh 13.
`COc1cc(CN2CCC(C)CC2)cc(I)c1O` gave FBW7 activator -0.1, GPR151 activ -0.7, TEAD-YAP inh -2 and MITF inh 19.
For Cc1ccsc1/C=N\NC(=O)Cc1cccn1C the results were FBW7 activator -0.2, GPR151 activ 1.0, TEAD-YAP inh -2 and MITF inh 10.
`COc1cccc(-c2nc(-c3ccc(NC(=O)c4ccc5c(c4)OCO5)cc3)no2)c1` gave FBW7 activator 0.3, GPR151 activ -0.3, TEAD-YAP inh -7 and MITF inh 20.
`Cc1csc(NC(=O)CSc2nnc(-c3ccccc3O)n2-c2ccccc2)n1` gave FBW7 activator -0.3, GPR151 activ -0.5, TEAD-YAP inh 57* and MITF inh -1.
`C=CCNC(=O)/C=C/c1ccc(OCc2ccccc2)c(OC)c1` gave FBW7 activator 0.2, GPR151 activ -1.0, TEAD-YAP inh -4 and MITF inh -6.
Cc1cc(Cl)ccc1NCC(=O)N/N=C/c1c[nH]c2ccccc12 was read as FBW7 activator 0.0, GPR151 activ -0.6, TEAD-YAP inh 1 and MITF inh 6.
`Cc1ccccc1-n1c(=S)sc2c(=O)n(-c3ccccc3)c(SCC(=O)NCc3ccccc3Cl)nc21` gave FBW7 activator -0.1, GPR151 activ 0.5, TEAD-YAP inh 3 and MITF inh 7.
Screening O=C(Nc1nc2c(s1)CCCC2)c1cccnc1 returned FBW7 activator -0.1, GPR151 activ -5.5, TEAD-YAP inh -62 and MITF inh -6.
For COCCNC(=O)c1c[nH]c2ccc(S(=O)(=O)N(C)c3ccc(F)cc3)cc2c1=O the results were FBW7 activator -0.2, GPR151 activ 0.7, TEAD-YAP inh 10 and MITF inh 23.
`O=C(NCc1ccccc1)c1ccc(S(=O)(=O)N2CCCc3ccccc32)cc1` gave FBW7 activator 0.7, GPR151 activ -2.2, TEAD-YAP inh 14 and MITF inh 11.

In the list so far, five have a thiophene ring, fused or not.
For COC(=O)C1=C(C)N=c2s/c(=C/C=C/c3ccccc3)c(=O)n2C1c1cccs1 (stereo not given) the results were FBW7 activator -0.1, GPR151 activ 1.7, TEAD-YAP inh 7 and MITF inh -3.
O=C(NCc1ccco1)c1csc2ccccc12 was read as FBW7 activator -0.2, GPR151 activ -1.5, TEAD-YAP inh -24 and MITF inh 5.
For COc1ccc(NC(=O)c2sc3ncn(CC(=O)N4CCCCC4)c(=O)c3c2C)cc1OC the results were FBW7 activator 0.0, GPR151 activ -0.1, TEAD-YAP inh -8 and MITF inh 7.
For CN1C(=O)c2ccccc2C(C(=O)Nc2ccc(Cl)cc2)C1c1cccs1 (stereo not given) the results were FBW7 activator -0.2, GPR151 activ -0.8, TEAD-YAP inh 2 and MITF inh 1.
For Cc1ccsc1/C=N\NC(=O)Cc1cccn1C the results were FBW7 activator -0.2, GPR151 activ 1.0, TEAD-YAP inh -2 and MITF inh 10.

Next compounds.
CCN(CC)CCNC(=O)c1cc2c(s1)CS(=O)(=O)C2 was read as FBW7 activator 0.7, GPR151 activ -0.8, TEAD-YAP inh -9 and MITF inh -13.
O=C(Cc1ccc(Br)cc1)NCCc1ccc(F)cc1 was read as FBW7 activator -0.1, GPR151 activ 0.0, TEAD-YAP inh -11 and MITF inh -6.
Screening CCc1c(C)nc(-n2nc(C)cc2NC(=O)c2cc(OC)cc(OC)c2)[nH]c1=O returned FBW7 activator 0.0, GPR151 activ 0.5, TEAD-YAP inh 2 and MITF inh 3.
`COc1cccc(OCC(=O)Nc2ccc(-c3cn[nH]c3)cc2)c1` gave FBW7 activator -0.1, GPR151 activ -0.4, TEAD-YAP inh -8 and MITF inh 0.

2 records drawn at random from those above, as already listed:
O=C(Cc1ccc(Br)cc1)NCCc1ccc(F)cc1 was read as FBW7 activator -0.1, GPR151 activ 0.0, TEAD-YAP inh -11 and MITF inh -6.
CCN(CC)CCNC(=O)c1cc2c(s1)CS(=O)(=O)C2 was read as FBW7 activator 0.7, GPR151 activ -0.8, TEAD-YAP inh -9 and MITF inh -13.

Source: PubChem (The Scripps Research Institute Molecular Screening Center)
